Growth percent in the NCI-60 one-dose screen (48 h, 10 µM unless noted): 100 = growth as untreated, 0 = no growth, -100 = all killed.
HCT-15: HCT-15 colon cancer; 82,000 tested, 5.2% active
UO-31: UO-31 renal cancer | 81,000 tested, 5.2% active
SN12C: SN12C renal cancer cells; 81,000 tested, 3.8% active; AID 1794767
TK-10: TK-10 renal cancer cells; 81,000 tested, 3.9% active
HCT-116: HCT-116 colon cancer; 82,000 tested, 7.3% active
HT29: HT29 colon cancer. 81,000 tested, 7.4% active
HCC-2998: HCC-2998 colon cancer | 79,000 tested, 4.7% active | AID 1794799
786-0: 786-0 renal cancer cells. 81,000 tested, 5.1% active
SW-620: SW-620 colon cancer | AID 1794795 | 82,000 tested, 5.2% active
* = called active by the depositor; . = no result given; & = joins results of further samples; [ ] = remark or other dose. Rule for the calls: active = growth percent below 10; inactive = the rest.

SMILES | HCT-15 | UO-31 | SN12C | TK-10 | HCT-116 | HT29 | HCC-2998 | 786-0 | SW-620
COc1ccc(-c2nnc(SCc3ccc(O)c4ncccc34)n2-c2ccccc2)cc1 | 9.7* | -12* | 24 | 38 | 7.4* | 59 | 32 | 25 | 13
O=C(O)CCCn1cc(COP(=O)(OCc2cn(CCCC(=O)O)nn2)C(c2ccccc2)(c2ccccc2)c2ccccc2)nn1 | 102 | . | 98 | 108 | 110 | 99 | 93 | 104 | 110
CN(Cc1ccccc1)c1nc(Cl)c(C2CC(c3ccc4c(c3)OCO4)=NN2c2ccccc2)s1 (stereo not given) | 96 | 92 | 107 | 129 | 77 | 83 | 96 | 95 | 97
CCc1c2c(c(C)c3oc4cc(OC)ccc4c13)C(=O)N(O)C2=O | 111 | 73 | 100 | 125 | 100 | 110 | 111 | 106 | 102
COc1cc(OC)cc(-c2cc(-c3c[nH]c4ccccc34)nc(-c3c[nH]c4ccccc34)c2C#N)c1 | 102 | 71 | 95 | 124 | 101 | 108 | 113 | 105 | 103
CCN(CC)c1ccc(/C=C/c2ccc3cc(C)ccc3[n+]2CC)cc1 | 13 | 5.5* | 14 | -4.2* | 7.5* | -14* | 17 | 16 | 18
O=C1Nc2ccccc2/C1=C\c1nc(C2CCN(S(=O)(=O)c3ccc(F)cc3)CC2)n2ccccc12 | 90 | 68 | 46 | 60 | 65 | 68 | 60 | -3.8* | 83
CC(=O)N1N=C(CCC(=O)c2nc3ccc([N+](=O)[O-])cc3[nH]2)OC1c1ccc(F)cc1 (stereo not given) | 104 | 67 | 104 | 148 | . | 110 | 104 | 108 | 104
CC(C)C1=CC2=CC[C@@H]3[C@](C)(CCC[C@@]3(C)C(=O)OCC#CCN3CCCC3)[C@H]2CC1 | 23 | 47 | 66 | 78 | 40 | 15 | 69 | 67 | 62
CCOC(=O)C(CC1=CS(=O)(=O)c2ccc(Cl)cc21)(NC(C)=O)C(=O)OCC | 101 | 98 | 119 | 105 | 96 | 112 | 98 | 99 | 100

Reformatted: four of the compounds above.
canonical_smiles	HCT-15	UO-31	SN12C	TK-10	HCT-116	HT29	HCC-2998	786-0	SW-620
CCc1c2c(c(C)c3oc4cc(OC)ccc4c13)C(=O)N(O)C2=O	111	73	100	125	100	110	111	106	102
COc1cc(OC)cc(-c2cc(-c3c[nH]c4ccccc34)nc(-c3c[nH]c4ccccc34)c2C#N)c1	102	71	95	124	101	108	113	105	103
CCN(CC)c1ccc(/C=C/c2ccc3cc(C)ccc3[n+]2CC)cc1	13	5.5*	14	-4.2*	7.5*	-14*	17	16	18
O=C1Nc2ccccc2/C1=C\c1nc(C2CCN(S(=O)(=O)c3ccc(F)cc3)CC2)n2ccccc12	90	68	46	60	65	68	60	-3.8*	83

Further records
SMILES | HCT-15 | UO-31 | SN12C | TK-10 | HCT-116 | HT29 | HCC-2998 | 786-0 | SW-620
Cc1cc(C)n(C(=O)c2sc(=S)n(-c3ccccc3)c2-n2nnc(C#N)c2N)n1 | 102 | 85 | 98 | 127 | 106 | 111 | 116 | 112 | 115
O=C(O)C1=CSC[C@@H](C(=O)O)N1 | 93 | 82 | 91 | 107 | 95 | 101 | 91 | 94 | 94
COc1ccccc1NC(=O)c1cc2cc(Br)ccc2cc1O | 8.0* | -3.9* | 9.1* | 40 | 3.8* | 73 | 20 | 14 | 11
CCN(CC)c1ccc(NC(C)=O)c(C)c1 | 114 | 95 | 101 | 109 | 99 | 108 | 108 | 105 | 110
CCCN(CCC)c1nc(C)nc2nc(Cl)[nH]c12 | 107 | 98 | 96 | 95 | 87 | 102 | 117 | 85 | 105
CCCC(=O)NCCc1ccccc1 | 108 | 95 | 104 | 101 | 103 | 99 | 106 | 95 | 103
C=CC1CNCCC1CC(=O)OCC (stereo not given) | 107 | 87 | 94 | 99 | 105 | 97 | 89 | 102 | 94
C/C=C/c1ccc(O)c(OC)c1 | 104 | 94 | 107 | 116 | 110 | 106 | 102 | 102 | 104
COc1ccc(-c2cnc(N/N=C(\C)c3cc4ccccc4o3)s2)cc1 | 99 | 81 | 109 | 132 | 95 | 101 | 110 | 99 | 101
COc1ccc(/C=N/NC(=O)CNC(=O)Cn2c(=O)[nH]c3ccccc3c2=O)cc1 | 97 | 76 | 86 | 107 | 109 | 101 | 102 | 104 | .

Single records, from the list above.
Listed for `Cc1cc(C)n(C(=O)c2sc(=S)n(-c3ccccc3)c2-n2nnc(C#N)c2N)n1` → HCT-15: 102; UO-31: 85; SN12C: 98; TK-10: 127; HCT-116: 106; HT29: 111; HCC-2998: 116; 786-0: 112; SW-620: 115
Listed for `CCCN(CCC)c1nc(C)nc2nc(Cl)[nH]c12` → HCT-15: 107; UO-31: 98; SN12C: 96; TK-10: 95; HCT-116: 87; HT29: 102; HCC-2998: 117; 786-0: 85; SW-620: 105
Listed for `COc1ccccc1NC(=O)c1cc2cc(Br)ccc2cc1O` → HCT-15: 8.0*; UO-31: -3.9*; SN12C: 9.1*; TK-10: 40; HCT-116: 3.8*; HT29: 73; HCC-2998: 20; 786-0: 14; SW-620: 11

New compounds follow.
SMILES | HCT-15 | UO-31 | SN12C | TK-10 | HCT-116 | HT29 | HCC-2998 | 786-0 | SW-620
CC(=O)NS(=O)(=O)c1ccc(NCCc2c(C)nc3scc(-c4ccc(C)cc4)n3c2=O)cc1 | 100 | 63 | 96 | 141 | 99 | 117 | 98 | 103 | 109
COc1ccc(-c2cc(-c3cc(OC)ccc3OC)[nH]c(=O)c2C#N)cc1 | 63 | 64 | 72 | 85 | 30 | 38 | 76 | 64 | 27
C=C(C)C(CCCCC)(C(=O)OCC)C(=O)OCC | 109 | 84 | 106 | 107 | 103 | 102 | 106 | 99 | 96
COc1ccc(Cn2nc(-c3cc(OC)c(OC)c(OC)c3)c3c2CCc2cnoc2-3)cc1OC | 53 | 33 | 61 | 72 | 47 | 22 | 71 | 67 | 48
CC(C)=CCC/C(C)=C/CSc1nnc(-c2c(C)nc3ccc(Br)cn23)o1 | 98 | 89 | 94 | 104 | 89 | 95 | 105 | 82 | 101
CCN(CC)S(=O)(=O)c1ccc(O)c(NC(=O)c2[nH]c(C)c3c2CCCCC3=O)c1 | 90 | 39 | 64 | 62 | 48 | 82 | 49 | 51 | 83
Cc1nn(-c2ccccc2)nc1C(=O)Nc1ccc2[nH]ncc2c1 | 109 | 118 | 107 | 170 | 99 | 110 | 158 | 100 | 98
CCN(CC)CCc1nc(-c2ccccc2)no1 | 111&79 | 68&66 | 81&68 | 107&85 | 103&86 | 93&64 | 111&113 | 101&90 | 114&73
C(=C\c1nn2c(-c3ccco3)nnc2s1)/c1ccccc1 | 98 | 81 | 104 | 82 | 102 | 98 | 107 | 89 | 107
CCC/C=C/C=N/NC(=S)Nc1ccccc1 | 98 | 82 | 97 | 100 | 91 | 90 | 109 | 101 | 109

Two entries drawn at random from those above, as already listed:
SMILES | HCT-15 | UO-31 | SN12C | TK-10 | HCT-116 | HT29 | HCC-2998 | 786-0 | SW-620
COc1ccc(/C=N/NC(=O)CNC(=O)Cn2c(=O)[nH]c3ccccc3c2=O)cc1 | 97 | 76 | 86 | 107 | 109 | 101 | 102 | 104 | .
Cc1nn(-c2ccccc2)nc1C(=O)Nc1ccc2[nH]ncc2c1 | 109 | 118 | 107 | 170 | 99 | 110 | 158 | 100 | 98

(continued)
SMILES | HCT-15 | UO-31 | SN12C | TK-10 | HCT-116 | HT29 | HCC-2998 | 786-0 | SW-620
CCN(CC)c1ccc(N2C(=O)/C(=C/c3cn(-c4ccccc4)nc3-c3ccc(Cl)cc3)SC2c2ccc(N(C)C)cc2)cc1 (stereo not given) | 101 | 94 | 117 | 103 | 93 | 106 | 109 | 96 | 117
N=C(N)c1ccc(-c2ccc(-c3ccccc3)s2)cc1 | -28* | 83 | 70 | 108 | -55* | -5.0* | -28* | 79 | -46*
O=C(CCCCCNC(=O)C(=O)O)Nc1ccccc1 | 100 | 91 | 101 | 110 | 103 | 102 | 107 | 100 | 99
O=C(NCc1ccco1)Nc1c(Cl)cc(Cl)cc1Cl | 100 | 84 | 97 | 105 | 95 | 94 | 102 | 97 | 102
c1ccc2c(c1)CCCN2c1nc(N2CCCCC2)nc(N2CCOCC2)n1 | 96 | 79 | 106 | 117 | 94 | 96 | 114 | 101 | 104
COc1nccc2c(-c3ccccc3)nc(N)nc12 | 111 | 94 | 94 | 96 | 111 | 93 | 107 | 99 | 108
N#Cc1nc(-c2cccc(Br)c2)cc(-c2ccc(Nc3nc(N4CCCCC4)nc(N4CCCCC4)n3)cc2)c1N | -39* | -79* | 17 | -88* | -60* | -25* | 18 | 6.8* | -42*
O=c1ccc(N=Nc2ccc(S(=O)(=O)Nc3nncs3)cc2)c(O)[nH]1 | 105 | 84 | 109 | 106 | 98 | 100 | 92 | 102 | 106
COc1cc(/C=C/C(=O)c2cc(-c3cccc(Cl)c3)ccc2O)cc(OC)c1OC | 80 | 60 | 87 | 117 | 74 | 94 | 101 | 99 | 87
Cc1cc(O)c(Cl)cc1Cl | 110 | 87 | 106 | 99 | 104 | 111 | 98 | 106 | 106
COc1ccc(C2=CC(c3ccc(C)cc3Br)N3C=CSC3=N2)cc1OC (stereo not given) | 93 | 108 | 104 | 95 | 78 | 94 | 104 | 99 | 105
CCOC(=O)CCC(=O)Oc1ccc2c(c1OC(=O)CCC(=O)OCC)C(=O)c1ccccc1C2=O | 98 | 97 | 104 | 136 | 105 | 108 | 51 | 102 | 97
CN(C)CCNC(=O)c1cc2c3cc(Cl)ccc3[nH]c2c2ncccc12 | 14 | 6.7* | 10 | 43 | -57* | 0.8* | -45* | 11 | -2.1*
CCOc1ccc(NC(=O)c2ccccc2-c2ccccc2C(=O)O)cc1 | 106 | 89 | 100 | 110 | 103 | 107 | 103 | 105 | 107
CCCn1cnc2c(c1=N)C(c1ccc(F)cc1)c1sc3c(F)cccc3c1O2 (stereo not given) | 28 | 54 | 59 | 80 | 36 | 64 | 77 | 41 | 25
Nc1nnc(-c2cc(=O)oc3ccc(Cl)cc23)s1 | 104 | 79 | 96 | 117 | 103 | 114 | 110 | 98 | 101
CN1C(=O)/C(=C/c2ccc(C(=O)Nc3ncc(Cc4cccc(Cl)c4)s3)cc2)SC1=S | 35 | 56 | 84 | 56 | 47 | 61 | 59 | 63 | 37
CC(C)=CC/C=C(/C)[C@H]1CC[C@]2(C)[C@@H]1CC[C@@H]1[C@@]3(C)CCCNC(C)(C)[C@@H]3CC[C@]12C | -54*[100 µM] | -82*[100 µM] | -85*[100 µM] | -67*[100 µM] | -61*[100 µM] | -65*[100 µM] | -51*[100 µM] | -56*[100 µM] | -57*[100 µM]
O=C1/C(=C/c2cccc([N+](=O)[O-])c2)COc2ccc(O)c(O)c21 | -3.3* | -99* | -71* | -48* | -75* | -12* | -85* | -88* | -31*
O=C(CC(CC(=O)c1ccccc1)c1ccco1)c1ccccc1 | 98&92 | 60&56 | 89&97 | 100&94 | 89&84 | 94&93 | 104&110 | 88&91 | 106&96
Nc1[nH]n(-c2ccccc2)c(=O)c1/C=N/C(=S)N=Nc1c(O)[nH]c2ccccc12 | 106 | 82 | 96 | 120 | 98 | 95 | 107 | 106 | 109
CN1CCC(CNc2cc(C3(C(=O)Nc4cc(C(=O)Nc5ccc(Cl)c(C(F)(F)F)c5)ccc4F)CC3)ncn2)CC1 | -20* | 8.0* | 79 | 85 | 8.4* | -27* | 23 | -38* | -9.8*
O=C(CN1C(=O)S/C(=C\C(Cl)=C\c2ccccc2)C1=O)NCCCn1ccnc1 | 1.1* | 49 | 26 | 36 | -57* | 10 | 74 | 9.4* | 3.3*
C[C@]12CC[C@@H]3c4ccc(O)cc4CC[C@H]3[C@@H]1CC[C@@H]2NS(=O)(=O)c1cccc(Br)c1 | 51 | 36 | 70 | 75 | 44 | 62 | 89 | 70 | 81
Cc1ccc2nc(-c3c(C)nn(-c4ccccc4)c3N3CCCCC3)[nH]c2c1 | 97 | 76 | 96 | 156 | 81 | 114 | 114 | 102 | 97
CN1CCN(CCNC(=O)n2cc(-c3ccncc3)c(-c3cc(O)cc(Cl)c3)n2)CC1 | 95 | 79 | 89 | 29 | 97 | 34 | 96 | 75 | 102

Screens: PubChem BioAssay, NCI
